Source: PubChem BioAssay
Pax4 mRNA alpha TC1: activators of Pax4 gene expression, primary screen, RT-PCR, mouse alpha TC1 cells, single point (AID 1053180). mouse alpha TC1 cells, Pax4 mRNA qPCR, 6 days; active compounds read high; 100% = Pax4 plasmid added at qPCR. activation, % at 10 µM. 9,600 compounds, 0.2% hits;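 active = highest normalized replicate activity of 15 or more, or at least half the replicates reach 15 or more; inactive = neither condition met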;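 note: pax4 Ct normalized to GAPDH with activation seen as lower delta delta Ct; plate controls were plate neutral control wells for no effect and Pax4 plasmid positive control for full effect; each compound tested in two replicate wells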
YAP1 CTGF inhibition: YAP1 pathway inhibitors via CTGF transcript, primary screen, DLD1 colon cancer cells, RT-qPCR, single point (AID 743449); DLD1 CTGF mRNA qPCR, 24 h; active compounds read high; inhibition, % at 12.5 µM; 9,900 compounds, 0.9% hits;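 active = mean normalized replicate activity at least 50 and at least half of replicates each reaching 50; inconclusive = only one of the two criteria met; inactive = neither criterion met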;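 note: 0% = neutral control wells and 100% = dasatinib control wells; higher means stronger suppression of CTGF expression like dasatinib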
Numbers without * were called inactive; ? = inconclusive; · = no result given; & = joins results of further samples.

| compound | Pax4 mRNA alpha TC1 | YAP1 CTGF inhibition |
| --- | --- | --- |
| CN1CCN(C(=O)C[C@@H]2CC[C@H]3[C@@H](COC[C@H](O)CN3C(=O)c3ccccc3F)O2)CC1 | 0.0 | -2.5 |
| O=S(=O)(c1cccc(F)c1)N1CC[C@@H]2[C@@H](CO)Nc3ccc(Br)cc3[C@@H]21 | 0.0 | -1.8 |
| Cc1cc(C(=O)Nc2ccc3c(c2)C(=O)N(C)[C@@H]2CC[C@H](CC(=O)NCc4ccc(-c5ccccc5)cc4)O[C@@H]2CO3)no1 | 0.1 | -309.1 |
| C[C@H]1CN([C@@H](C)CO)C(=O)Cc2cc(NC(=O)CCC(F)(F)F)ccc2O[C@@H]1CN(C)CC1CC1 | 0.0 | 16.9 |
| CO[C@H]1CN(C)C(=O)c2ccc(NC(=O)c3ccno3)cc2OC[C@H](C)N(S(C)(=O)=O)C[C@H]1C | 0.0 | 6.7 |
| COc1cccc(C#Cc2ccc3c(c2)[C@H]2[C@H](CCN2C(=O)Cc2ccccc2)[C@@H](CO)N3C)c1 | 0.0 | 20.8 |
| COc1ccc2c3c(n(C)c2c1)[C@@H](CO)N(S(C)(=O)=O)CC31CCN(Cc2cncnc2)CC1 | 0.0 | 24.2 |
| CC(C)C#Cc1ccc([C@H]2[C@@H](CO)N3C(=O)CN(C(=O)c4ccc5c(c4)OCO5)C[C@@H]23)cc1 | 0.0 | 21.0 |
| O=C(Nc1ccccc1F)N1C[C@@H]2[C@H](c3ccccc31)[C@H](CO)N2C(=O)Cc1cccnc1 | 0.0 | 26.7 |
| CCCC#Cc1ccc([C@@H]2[C@@H](CO)N3C(=O)CN(C(=O)c4cccnc4)C[C@H]23)cc1 | 0.0 | -35.8 |
| COCC(=O)N1CC(=O)N2[C@H](CO)[C@H](c3ccc(C#CC4CC4)cc3)[C@H]2C1 | 0.0 | 25.9 |
| COc1cccc(C#Cc2ccc3c(c2)O[C@H](CN(C)C(=O)CN2CCOCC2)[C@@H](C)CN([C@@H](C)CO)S3(=O)=O)c1 | 0.0 | ? |
| O=C(C[C@@H]1CC[C@@H]2[C@H](COC[C@@H](O)CN2C(=O)Cc2ccccc2)O1)NC1Cc2ccccc2C1 | 0.0 | -22.6 |
| O=C(c1cccc(F)c1)N1CC2(C1)[C@@H](c1ccccc1)[C@H](CO)N2Cc1ccccn1 | · | -8.7 |
| C[C@@H]1CN([C@@H](C)CO)C(=O)Cc2cc(NC(=O)CCN3CCOCC3)ccc2O[C@@H]1CN(C)Cc1ccc(C(=O)O)cc1 | 0.0 | 7.8 |
| COCC(=O)N1CC2(CCN(C(=O)c3cccnc3)CC2)c2c([nH]c3cc(OC)ccc23)[C@@H]1CO | 0.0 | -3.4 |
| CCCNC(=O)Nc1ccc2c(c1)OC[C@@H](C)N(S(C)(=O)=O)C[C@@H](C)[C@H](OC)CN(C)C2=O | 0.0 | -6.9 |
| CO[C@H]1CN(C)C(=O)c2ccc(NC(=O)Nc3c(C)noc3C)cc2OC[C@H](C)N(CCC(F)(F)F)C[C@H]1C | 0.0 | 3.0 |
| C[C@@H]1CN([C@@H](C)CO)C(=O)c2cc(NS(=O)(=O)c3ccc(Cl)cc3)ccc2O[C@@H](C)CCCCO[C@H]1CN(C)Cc1ccncc1 | 0.0 | -41.8 |
| C[C@@H]1CC=CC[C@@H](c2cccc(Cl)c2)NC(=O)[C@H](Cc2ccccc2)N(C)C(=O)c2ccccc2O1 (mixture of isomers) | 0.2 | 50.4* |
| COc1ccccc1CN1C[C@@H]2N[C@H](C1)C2c1ccc(-c2ccncc2)cc1 (some centres undefined) | 0.0&0.0 | -76.4&-5.9 |
| CN1C(=O)c2cc(NC(=O)c3ccc(F)c(F)c3)ccc2OC[C@H]2O[C@@H](CC(=O)Nc3ccc4c(c3)COC4)CC[C@@H]21 | 0.0 | 7.7 |
| O=C(O)[C@@H]1[C@@H](CO)[C@@H]2Cn3c(cccc3=O)[C@@H]2N1C(=O)NC1CCCC1 | 0.0 | -7.9 |
| COC(=O)C[C@@H]1CC[C@H]2[C@H](COc3ccc(NC(=O)Nc4cccc(C#N)c4)cc3C(=O)N2C)O1 | 0.0 | -62.0 |
| Cc1noc(C)c1S(=O)(=O)Nc1ccc2c(c1)C(=O)N([C@@H](C)CO)C[C@@H](C)[C@@H](CN(C)C(=O)NC1CCCCC1)O2 | 0.0 | -6.8 |
| CS(=O)(=O)Nc1ccc2c(c1)[C@@H]1C[C@H](CC(=O)NCc3cc(F)ccc3F)O[C@@H](CO)[C@@H]1O2 | 0.0 | -3.2 |
| O=C(NC1CCCC1)N1CCCCN2[C@@H](CO)[C@H](c3ccc(-c4cccnc4)cc3)[C@@H]2C1 | 0.0 | 7.8 |
| COc1ccc2c3c(n(C)c2c1)[C@H](CO)NCC31CCN(C(=O)Nc2ccc3c(c2)OCO3)CC1 | 0.0 | ? |
| CCCNC(=O)N1[C@H](C#N)[C@@H](c2ccccc2-c2cccc(C)c2)[C@@H]1CO | 0.0 | -1.6 |
| CO[C@H]1CC[C@H]2CCN(C)C(=O)[C@@H](C)CN(C)C(=O)c3cc(C#N)ccc3OC[C@H]1O2 | 0.1 | -15.3 |
| COCC(=O)N1[C@H](CO)[C@H](c2ccccc2-c2ccccc2F)[C@@H]1C#N | 0.0 | 8.3 |
| Cc1ccc(-c2ccccc2[C@H]2[C@@H](CO)N(S(C)(=O)=O)[C@H]2C#N)cc1 | 0.0 | -24.8 |
| CN(C)C(=O)c1ccc(-c2ccc(C3[C@@H]4CN(C(=O)c5ccccn5)C[C@H]3N4)cc2)cc1 (some centres undefined) | 0.0 | -1.9 |
| CC=Cc1ccc2n(c1=O)C[C@H]1[C@H](CO)[C@@H](C(=O)NCC(F)(F)F)N(C(=O)c3cccnc3)[C@@H]21 (mixture of isomers) | 0.0 | 9.3 |
| CO[C@H]1CC[C@@H]2CCN(C)C(=O)[C@H](C)N(C)C(=O)c3cccc(C#N)c3OC[C@H]1O2 | 0.0 | -8.5 |
| COc1ccccc1CNC(=O)C[C@H]1C=C[C@H](NC(=O)CC2CC2)[C@H](CO)O1 | 0.0 | -12.2 |
| CO[C@@H]1CN(C)C(=O)c2ccc(NS(C)(=O)=O)cc2OC[C@@H](C)N(CC2CC2)C[C@@H]1C | 0.0 | -26.0 |
| O=C(C[C@H]1C=C[C@@H](NC(=O)Nc2cccc(F)c2)[C@@H](CO)O1)NCC1CCCCC1 | 0.0 | 13.3 |
| O=C(CC(F)(F)F)N1C[C@H]2[C@@H](c3ccccc31)[C@@H](CO)N2Cc1cccnc1 | 0.0 | -8.5 |
| COc1ccc(CN2[C@H](CO)[C@@H]3c4ccccc4NC[C@@H]32)cc1 | 0.0 | -61.2 |
| CCC(=O)NC[C@H]1N[C@H](CO)[C@@H]1c1ccc(-c2cccnc2)cc1 | 0.0 | -14.2 |
| C[C@@H]1CN([C@@H](C)CO)C(=O)c2cc(NC(=O)C3CCCCC3)ccc2O[C@H]1CN(C)Cc1ccc2c(c1)OCO2 | 0.0 | 20.7 |
| COCCNC(=O)C[C@H]1CC[C@@H]2[C@H](COC[C@H](O)CN2Cc2ccc(Cl)c(Cl)c2)O1 | 0.1 | 11.5 |
| COc1ccc(C(=O)Nc2ccc3c(c2)C(=O)N(C)[C@@H]2CC[C@H](CC(=O)NCC4CC4)O[C@@H]2CO3)cc1 | 0.0 | -12.3 |
| C[C@@H]1CCCCO[C@@H](CN(C)CC2CCCCC2)[C@H](C)CN([C@H](C)CO)C(=O)c2cc(NS(C)(=O)=O)ccc2O1 | 0.0 | -28.8 |
| O=C(Nc1cc(F)ccc1F)N[C@@H]1CC[C@@H](CC(=O)N2CCc3ccccc3C2)O[C@@H]1CO | 0.0 | 21.2 |
| Cc1noc(C)c1S(=O)(=O)N(C)C[C@H]1OCc2cn(nn2)CCCC(=O)N([C@H](C)CO)C[C@H]1C | 0.0 | 1.1 |
| O=C(C[C@@H]1C[C@H]2c3cc(NC(=O)Nc4ccccc4F)ccc3O[C@H]2[C@H](CO)O1)NCc1ccccn1 | 0.0 | 9.1 |
| Cc1cccc(S(=O)(=O)N2[C@@H]3c4cccc(=O)n4C[C@H]2[C@H](CO)[C@H]3C(=O)N(C)C)c1 | 0.0 | 24.2 |
| CN(C)CC(=O)N[C@H]1CC[C@@H](CCNC(=O)C2CCC2)O[C@H]1CO | 0.0 | -14.0 |
| C[C@H]1CN([C@@H](C)CO)C(=O)CCCn2nncc2CO[C@@H]1CN(C)C(=O)Nc1ccc2c(c1)OCCO2 | 0.0 | -0.4 |
| CO[C@@H]1CN(C)C(=O)c2ccc(NS(=O)(=O)c3ccc(C)cc3)cc2OC[C@@H](C)N(C)C[C@H]1C | 0.0 | 2.8 |
| CCNC[C@@H]1[C@H](c2ccccc2)[C@@H](CO)N1C(=O)Cc1ccccn1 | 0.0 | -3.4 |
| CO[C@H](CN(C)S(=O)(=O)c1ccc(C)cc1)[C@@H](C)CN(C(=O)Nc1ccccc1F)[C@H](C)CO | 0.0 | 13.2 |
| O=C(Nc1ccc2c(c1)[C@@H]1C[C@@H](CC(=O)N3CCc4ccccc4C3)O[C@H](CO)[C@@H]1O2)c1ccc2c(c1)OCO2 | 0.0 | 21.2 |
| O=C(NC[C@H]1[C@H](c2ccccc2)[C@@H](CO)N1Cc1ccccn1)C1CCCC1 | 0.0 | 2.8 |
| COc1ccc(C#Cc2ccc([C@@H]3[C@H](CO)N4CCCCN(C)C[C@@H]34)cc2)cc1 | 0.3 | -72.4 |
| Cc1noc(C)c1NC(=O)Nc1ccc2c(c1)C(=O)N(C)[C@H]1CC[C@H](CC(=O)N[C@H]3CCN(Cc4ccccc4)C3)O[C@@H]1CO2 | 0.0 | 14.9 |
| CO[C@H]1CN(C)C(=O)c2ccc(NC(=O)c3nc4ccccc4s3)cc2OC[C@H](C)N(Cc2cccnc2)C[C@@H]1C | 0.0 | -17.3 |
| Cc1ccc(S(=O)(=O)Nc2ccc3c(c2)C(=O)N([C@H](C)CO)C[C@@H](C)[C@H](CN(C)S(=O)(=O)c2cccs2)OCCCC[C@H](C)O3)cc1 | 0.0 | -9.9 |

Other entries follow.
| compound | Pax4 mRNA alpha TC1 | YAP1 CTGF inhibition |
| --- | --- | --- |
| COc1cccc(CNC(=O)C[C@H]2CC[C@@H]3[C@@H](COc4ccc(NC(=O)c5cccs5)cc4C(=O)N3C)O2)c1 | 0.0 | -24.6 |
| O=C(CC1CC1)N1CC2(C1)[C@H](c1ccccc1)[C@@H](CO)N2Cc1ccccn1 | · | -44.7 |
| COc1ccc([C@@H]2C/C=C\C[C@H](c3ccc(F)cc3)NC(=O)CCC(=O)N2)c(OC)c1 | 0.0 | 6.0 |
| C[C@@H]1CN([C@H](C)CO)C(=O)c2cc(NC(=O)Nc3cccc4ccccc34)ccc2O[C@@H]1CN(C)S(=O)(=O)c1cccs1 | 0.0 | 20.5 |
| COc1ccc(NC(=O)N2C[C@H](O)COC[C@@H]3O[C@H](CC(=O)NCc4ccncn4)CC[C@H]32)cc1 | 0.0 | 13.8 |
| COCCN(C[C@H]1N[C@H](CO)[C@@H]1c1ccccc1)C(=O)NC1CCCC1 | 0.0 | 4.4 |
| COc1ccc2c3c([nH]c2c1)[C@H](CO)N(C(=O)c1ccc(F)cc1)CC31CCN(C(=O)NC(C)C)CC1 | 0.2 | -25.0 |
| C/C=C/c1cnc2c(c1)C(=O)N([C@@H](C)CO)C[C@H](C)[C@@H](CN(C)CC1CCOCC1)O2 | 0.0 | -8.0 |
| COc1ccc2c3c(n(C)c2c1)[C@@H](CO)N(C(=O)CN1CCOCC1)CC31CCN(Cc2ccncc2)CC1 | 0.0 | 10.4 |
| C[C@H](CO)N1C[C@H](C)[C@H](CN(C)C(=O)C2CCOCC2)Oc2ncc(-c3cccc(C#N)c3)cc2C1=O | 0.0 | -5.6 |
| CN(C[C@H]1[C@@H](c2ccccc2)[C@@H](CO)N1C(=O)C1CCC1)C(=O)c1ccncc1 | 0.0 | -42.9 |
| CCC(=O)N1[C@@H](CO)[C@@H](c2ccccc2)[C@@H]1CN(CC)C(=O)c1cccc(F)c1 | 0.0 | 6.4 |
| C/C=C/c1ccccc1[C@@H]1[C@H](C#N)N(C(=O)c2cccnc2)[C@H]1CO | 0.0 | -22.2 |
| COC(=O)C[C@@H]1C[C@@H]2c3cc(NC(=O)C4CCOCC4)ccc3O[C@@H]2[C@@H](CO)O1 | 0.0 | -4.5 |
| CC=Cc1ccc2n(c1=O)C[C@H]1[C@H](CO)[C@@H](C(=O)NCc3cccc(OC)c3)N[C@@H]21 (mixture of isomers) | 0.0 | -36.1 |
| CCC(=O)N1CC[C@H]2[C@H](CO)Nc3ccc(C#Cc4ccccc4F)cc3[C@H]21 | 0.0 | -3.3 |

Reprinted at random: 5 entries already listed.
| compound | Pax4 mRNA alpha TC1 | YAP1 CTGF inhibition |
| --- | --- | --- |
| COc1ccc2c3c(n(C)c2c1)[C@@H](CO)N(S(C)(=O)=O)CC31CCN(Cc2cncnc2)CC1 | 0.0 | 24.2 |
| O=C(Nc1cc(F)ccc1F)N[C@@H]1CC[C@@H](CC(=O)N2CCc3ccccc3C2)O[C@@H]1CO | 0.0 | 21.2 |
| Cc1ccc(S(=O)(=O)Nc2ccc3c(c2)C(=O)N([C@H](C)CO)C[C@@H](C)[C@H](CN(C)S(=O)(=O)c2cccs2)OCCCC[C@H](C)O3)cc1 | 0.0 | -9.9 |
| Cc1cccc(S(=O)(=O)N2[C@@H]3c4cccc(=O)n4C[C@H]2[C@H](CO)[C@H]3C(=O)N(C)C)c1 | 0.0 | 24.2 |
| COc1ccc(C#Cc2ccc([C@@H]3[C@H](CO)N4CCCCN(C)C[C@@H]34)cc2)cc1 | 0.3 | -72.4 |

Some of the compounds tested; rates above refer to the full screens.
